aSyn yeast rescue – alpha-synuclein toxicity suppression in yeast; Potency, µM (series often up to 46.1 µM), inactives show top-dose growth rescue (activation), usual class: activators; 94,000 tested, 0.02% active; S. cerevisiae alpha-synuclein toxicity rescue, BacTiter-Glo growth, 24 h; active means well fitted activation curve with a large enough effect; inconclusive means small, poorly fitted or top-dose-only effect; further: 0% is about no effect
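Growth restoration measured by BacTiter-Glo luminescence after 24 hr at 30 deg C; alpha-synuclein yeast, raffinose-pregrown to mid-log, were added at OD600=0.02 in galactose medium onto pinned compounds.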
* marks the source's active call; other numbers are inactive results; u = inconclusive; & = joins results of further samples; [ ] = remark or other dose. Potency means the concentration at half of the fitted maximal effect.

SMILES	aSyn yeast rescue
Cn1c(=O)c2c(-c3ccccc3)n(-c3ccccc3N)cc2n(C)c1=O	-8.6%
COc1ccccc1N1CCN(C(=O)c2c(C)oc3ncn(CC(C)C)c(=O)c23)CC1	4.5%
COc1ccc(N(CC(=O)NCc2ccc(F)cc2)S(=O)(=O)c2c(C)n[nH]c2C)cc1	6.8%
O=C(Cn1cc2c(n1)CCCCC2)NCc1cccs1	-2.6%
COc1cc(OC)cc(C(=O)Nc2ccc3oc(-c4ccccc4C)nc3c2)c1	-17.9%
CCOc1ccc(S(=O)(=O)NCCC(=O)N(C)Cc2ccc(C)o2)cc1	8.8%
CCN(C(=O)CCNC(=O)Cn1cnc2ccccc2c1=O)c1ccccc1F	1.7%
O=C(NCc1cccc(Cl)c1)c1ccc(NC(=O)N2CC3CCCN3c3ccccc32)cc1 (stereo unspecified)	-3.8%
COc1ccccc1CNC(=O)Cc1csc2nc(-c3ccccc3)cn12	-4.2%
O=C(Nc1ccccc1C(=O)O)c1cc(S(=O)(=O)N2CCCCC2)c(Cl)cc1Cl	-4.3%
O=c1[nH]c2ccc(NC(=S)Nc3ccccc3)cc2[nH]1	6.6%
COc1ccccc1CCNC(=O)Cc1c(C)c2cc3c(C)coc3cc2oc1=O	8.8%
O=C1c2ccccc2C(O)N1c1ccc(Cl)cc1 (stereo unspecified)	-3.2%
O=C(Cc1ccccc1C(=O)O)Nc1cccc2ccccc12	1.7%
Cc1c(NS(=O)(=O)c2ccc3c(c2)OCCO3)cccc1-c1nc2cccnc2s1	0.3%
CCc1nc(SCC(=O)N2CCOCC2)c2c(=O)n(C)c(=O)n(C)c2n1	0.6%
O=C(Nc1ccc(F)c(Cl)c1)C1Cc2ccccc2CN1S(=O)(=O)c1ccc(F)cc1 (stereo unspecified)	-2.5%
O=C(Nc1ccccc1C(=O)NC(Cc1c[nH]c2ccccc12)C(=O)O)c1ccccc1 (stereo unspecified)	-6.6%
O=C(Nc1cccc(S(=O)(=O)NC2=NCCC2)c1)c1cc(F)c(F)c(F)c1F	-0.5%
CCc1ccc2oc(C(=O)NCCc3ccc(OC)c(OC)c3)cc(=O)c2c1	4.9%
CCc1ccccc1NC(=O)c1cnc(N2CCCCC2)c2ccccc12	-12.8%
CN(C)N1C(N)=C(C#N)C(c2ccccc2)C2=C1CCCC2=O (stereo unspecified)	-9.3%
CSCCC(NC(=O)c1ccco1)C(=O)N(C)CC(=O)Nc1c(Cl)cccc1Cl (stereo unspecified)	-2.3%
Cc1c(Cl)cccc1NC(=S)N1CCC(N(C)CC2CCCO2)CC1 (stereo unspecified)	2.1%
Cc1cccc(OCCCC(=O)Nc2nccs2)c1C	0.0%
CCOc1ccc2nc(N3CCCC(C(=O)Nc4c(C)cccc4C)C3)sc2c1 (stereo unspecified)	6.3%
O=C(Cn1c(=O)oc2cc(S(=O)(=O)N3CCCCCC3)ccc21)NCc1ccccc1Cl	-7.6%
CCc1ccc2nc(N3CCN(C(=O)c4ccccc4)CC3)sc2c1	5.5%
Cc1ccc([C@H]2N[C@]3(CCCN(Cc4ccc(F)cc4)C3=O)[C@H]3C(=O)N(C)C(=O)[C@@H]23)cc1	-4.2%
COc1cc(/C=C(\C#N)c2nc3ccccc3s2)cc([N+](=O)[O-])c1O	-9.1%
COc1cc(C2C(C(=O)Nc3ccccc3)=C(C)Nc3nc(SCC(=O)c4ccc(C)cc4)nn32)ccc1O (stereo unspecified)	-15.6%
COc1ccc(N2CC(NC(=O)c3ccc(S(=O)(=O)N4CCOCC4)cc3)CC2=O)cc1OC (stereo unspecified)	-1.6%
Cc1cc(C)c(C(N)=O)c(SCC(=O)c2ccc(Cl)cc2)n1	6.1%
CCN(CC)S(=O)(=O)c1ccc2c(c1)nc(CN(C)C(=O)Nc1ccc(C)c(Cl)c1)n2C	-20.1%
CC(=O)N/N=C(\C)CC(=O)NC(C)(C)C	-7.8%
Cc1cc(C)c(-c2n[nH]c3c2C(c2ccccc2F)N(CCO)C3=O)c(O)c1 (stereo unspecified)	-5.0%
CCCCOc1ccc(CNC(=O)Cc2ccc(NC(=O)N3CCCCc4ccccc43)cc2)cc1	-3.8%
CCOc1ccccc1NC(=O)CN(c1cc(C)cc(C)c1)S(=O)(=O)c1c(C)nn(C)c1C	u
CCCC(=O)N/C(N)=N/c1nc(C)c2cc(C)ccc2n1	6.7%
CCN(CC)S(=O)(=O)c1cc(NC(=O)[C@@H](NC(N)=O)C(C)C)ccc1C	-14.5%
CCCCN(CCCC)CCn1cnc2c([nH]c3ccc(OC)cc32)c1=O	0.7%&6.3%
NC(=O)Cn1c(=O)n(CCCCCC(=O)NCc2ccccc2Cl)c(=O)c2sccc21	-5.8%
Cc1ccc(NC(=O)C2CCN(c3nnc(-n4cccc4)s3)CC2)cc1Cl	10.8%
CC(=O)c1cc(-c2ccc(F)cc2)n(CC(=O)Nc2cc(C)cc(C)c2)c1C	2.3%
COc1ccccc1N1CCN(C(=O)CCCCCn2c(=O)[nH]c3ccsc3c2=O)CC1	5.2%

Part of the list above in order of molecular weight, highest first:
SMILES	aSyn yeast rescue
CCN(CC)S(=O)(=O)c1ccc2c(c1)nc(CN(C)C(=O)Nc1ccc(C)c(Cl)c1)n2C	-20.1%
CCOc1ccccc1NC(=O)CN(c1cc(C)cc(C)c1)S(=O)(=O)c1c(C)nn(C)c1C	u
CCCC(=O)N/C(N)=N/c1nc(C)c2cc(C)ccc2n1	6.7%

(list continues)
SMILES	aSyn yeast rescue
O=C(Cc1ccc(F)cc1)NC1CC(=O)N(c2ccc3c(c2)OCCO3)C1 (stereo unspecified)	-4.0%
O=C(c1ccccc1Cl)N(Cc1ccco1)Cc1ccco1	2.6%
Cc1cccc(N2CCN(C(=O)c3ccc(Nc4nc5ccccc5n5nnnc45)cc3)CC2)c1C	8.5%
COP(=O)(OC)c1nc(-c2cccc3ccccc23)oc1NCCc1ccccc1	12.2%
CC1CCCCN1S(=O)(=O)c1ccc(C(=O)Nc2sc3c(c2C(N)=O)CC(C)(C)NC3(C)C)cc1 (stereo unspecified)	-6.6%
O=C(NCc1nnnn1-c1ccc(Cl)cc1)C1CC(=O)N(c2ccc(F)cc2)C1 (stereo unspecified)	6.0%
CC1=C(C(=O)OC2CCCCCC2)C(c2ccc(Cl)cc2)CC(=O)N1 (stereo unspecified)	1.6%
Cc1ccc(N2CC(NS(=O)(=O)c3cccs3)CC2=O)cc1 (stereo unspecified)	2.8%
CCCC[n+]1c2ccccc2cc2ccccc21	-1.5%
CCN1CCN(c2ncnc3scc(-c4ccc(C)c(C)c4)c23)CC1	2.7%
C[C@@H]1CN([C@@H](C)CO)C(=O)CCCn2nncc2CO[C@H]1CN(C)S(=O)(=O)c1ccccc1C#N	-12.2%
CC(Nc1ccc(Br)cc1)C(=O)Nc1cccc(S(=O)(=O)N2CCOCC2)c1 (stereo unspecified)	-41.6%[inhibitor]
CCc1ccc2oc(C(=O)NCC(c3ccc(Cl)cc3)N3CCOCC3)c(C)c2c1 (stereo unspecified)	3.6%
COCc1c(C(=O)NC(C)c2ccc(S(N)(=O)=O)cc2)oc2ccccc12 (stereo unspecified)	-4.0%
CCN(CC(=O)NCc1ccc(Cl)cc1)C(=O)C1CCN(S(=O)(=O)c2ccc(OC)c(OC)c2)CC1	-0.8%

Some of the entries so far, bar-delimited.
SMILES | aSyn yeast rescue
Cc1cccc(N2CCN(C(=O)c3ccc(Nc4nc5ccccc5n5nnnc45)cc3)CC2)c1C | 8.5%
CC1CCCCN1S(=O)(=O)c1ccc(C(=O)Nc2sc3c(c2C(N)=O)CC(C)(C)NC3(C)C)cc1 (stereo unspecified) | -6.6%

Next section
SMILES	aSyn yeast rescue
CCc1ccc(C2C(C(=O)Nc3ccccc3OC)=C(C)Nc3nc(SCc4ccccc4)nn32)cc1 (stereo unspecified)	2.0%
CC(=O)c1ccc(NC(=O)C2CCC(CNS(=O)(=O)c3ccc4c(c3)CCCC(=O)N4)CC2)cc1 (stereo unspecified)	3.8%
CCCCN(C(=O)c1cc(S(=O)(=O)N2CCOCC2)ccc1Cl)c1c(N)n(CC(C)C)c(=O)[nH]c1=O	9.3%
CN1CCN(C(=O)/C=C/c2ccc(Cl)cc2)CC1	-12.7%
COc1cc(OC)c(NC(=O)N2CCc3c([nH]c4ccccc34)C2c2ccccc2F)cc1Cl (stereo unspecified)	2.8%
COc1ccc(NC(=O)c2cc(C3CC3)nc3c2c(C)nn3-c2ccccc2)cc1OC	0.9%
CC(C)(C)c1ccc(OCc2ccc(C(=O)N/N=C3\CC4CC=CC34)cc2)cc1 (stereo unspecified)	-20.9%
COc1ccc(-c2nc3scc(CCNS(=O)(=O)c4ccc(Oc5ccccc5)cc4)n3n2)cc1OC	0.7%
CCCCOc1cccc(C2c3c(-c4cc(C)ccc4O)n[nH]c3C(=O)N2CCOC)c1 (stereo unspecified)	8.0%
Cc1c(C(=O)O)sc2nc(SCC(=O)Nc3ccc(S(=O)(=O)NC(C)(C)C)cc3)[nH]c(=O)c12	7.7%
CCCn1c(=O)sc2cc(NC(=O)c3ccccc3Cl)ccc21	9.3%
Cc1cc2c(cc1S(=O)(=O)N1CCN(c3ccccc3)CC1)OCC(=O)N2	7.6%
COc1ccc2cc(C(=O)Nc3ccc(S(N)(=O)=O)cc3)sc(=O)c2c1OC	-4.7%
CC(=O)N1CCc2cc(S(=O)(=O)NC(Cc3ccccc3)C(=O)Nc3ccc(C)cc3C)ccc21 (stereo unspecified)	7.6%
CCN(CC(=O)NC(C)(C)C)Cc1nc2c(Br)cc(Br)cc2c(=O)[nH]1	-2.8%
CC(C)CC(C(=O)NCc1ccc(F)cc1)N1Cc2ccccc2C1=O (stereo unspecified)	0.6%
COc1ccc(S(=O)(=O)Nc2cc3c4c(c2)C(C)C(=O)N4CCC3)cc1OC (stereo unspecified)	-0.2%
COc1ccc(-c2noc(-c3ccc(C)cc3Cl)n2)cc1OC	-6.0%
Cc1ccc(-n2nc(CO)c(C(=O)NCCCc3ccccc3)n2)cc1C	-9.5%
Cc1ccc(CNC(=O)CCCN2C(=O)CCn3nc(-c4cccn4C)cc32)cc1	0.4%
CC1=NNC(=O)C1CCC(=O)N/N=C/c1c(Cl)cccc1Cl (stereo unspecified)	-15.4%
Cc1cccc(NC(=O)c2ccc(CNS(=O)(=O)c3ccc4c(c3)C(C)(C)C(=O)N4C)cc2)c1	-1.5%
CCCCN1C(=O)C(CC(=O)NC2CCCC2)CC(C(=O)N(C(C)C)C(C)C)=C1C (stereo unspecified)	-4.7%
CCCCS(=O)(=O)c1nc(-c2ccc(Br)cc2)cc(-c2ccccc2)c1C#N	4.3%
COc1ccc(CCNC(=O)CCCn2c(=O)c3ccccc3n(Cc3ccccc3C#N)c2=O)cc1OC	5.2%
COC(=O)c1ccccc1NC(=O)CSc1c2c(nc3ccc(Cl)cc13)CCCC2	u
CC(C)NC(=O)C(c1ccc(F)cc1)N(C(=O)CCC(=O)Nc1ccccn1)c1cccc(F)c1 (stereo unspecified)	-2.2%
COc1cccc(N2CC(NC(=O)/C=C\c3ccc4c(c3)OCO4)CC2=O)c1 (stereo unspecified)	5.1%
c1ccc2c(c1)NCCS2	1.0%
COCCCN(C(=O)CCOc1ccc(C(C)(C)C)cc1)c1c(N)n(Cc2ccccc2)c(=O)[nH]c1=O	2.4%
COc1ccc(S(=O)(=O)N2CCOC2CNC(=O)C(=O)NCc2ccccn2)cc1OC (stereo unspecified)	5.4%
COC(=O)C1CCN(C(=O)COC(=O)c2ccc3[nH]c4c(c3c2)CCCC4)CC1	8.1%
Cc1csc2nc(COC(=O)c3ccc(F)cc3)cc(=O)n12	-10.1%
Cc1ccc2c(c1)sc(-c1ccc(N(C)C)cc1)[n+]2C	8.1%
COc1ccc(Nc2nc(N)c3cc(OC)c(OC)cc3n2)cc1	-9.3%
C[C@H](CO)N1C[C@H](C)[C@@H](CN(C)Cc2ccc(Oc3ccccc3)cc2)OCc2cnnn2CCCC1=O	-4.4%
Fc1cccc(-n2ncc3c2ncn2nc(Cc4ccccc4)nc32)c1	-4.4%
O=C(O)c1ccc(CNCc2ccc(Cl)cc2)s1	1.8%
CCNC(=S)N1CCc2ccccc2C1	-6.5%
Cc1ccc(S(=O)(=O)c2nc(-c3ccco3)oc2SCC(=O)Nc2ccc(F)cc2)cc1	0.1%
Cc1cc2oc3c(c(=O)c2cc1C)C(c1ccc(C(C)C)cc1)N(c1nc(C)c(C)s1)C3=O (stereo unspecified)	1.2%
CC(=O)C1=C(c2ccc(C)c(C)c2)N(C(C)=O)n2c(nnc2-c2ccc(Cl)cc2)S1	-10.8%
COc1ccc(S(=O)(=O)Nc2noc3ccccc23)cc1	-2.8%
NC(=O)c1cc(C(=O)c2ccccc2Cl)c[nH]1	4.2%
Cc1ccc(-c2nc(NC(=O)c3nn(C)cc3[N+](=O)[O-])sc2C)cc1	-4.4%

Four entries from above, as labelled records.
smiles: Cc1cc2c(cc1S(=O)(=O)N1CCN(c3ccccc3)CC1)OCC(=O)N2
  aSyn yeast rescue: 7.6%

smiles: CCc1ccc2oc(C(=O)NCC(c3ccc(Cl)cc3)N3CCOCC3)c(C)c2c1 (stereo unspecified)
  aSyn yeast rescue: 3.6%

smiles: Cc1ccc(-c2nc(NC(=O)c3nn(C)cc3[N+](=O)[O-])sc2C)cc1
  aSyn yeast rescue: -4.4%

smiles: COc1ccc(CCNC(=O)CCCn2c(=O)c3ccccc3n(Cc3ccccc3C#N)c2=O)cc1OC
  aSyn yeast rescue: 5.2%

Remaining list, next part.
SMILES	aSyn yeast rescue
Cc1ccc(NC(=O)c2oc3ccccc3c2NC(=O)Cc2ccccc2)cc1	-1.7%
O=S(=O)(NCCC1=CCCCC1)c1c(Cl)cccc1Cl	18.5%
Cc1ccc(NC(=O)CCCN2C(=O)c3cccc4cccc(c34)C2=O)cc1	-14.1%
COc1cccc(N2CCN(C(=O)CN3C(=O)COc4ccc(S(=O)(=O)N5CCC(C)CC5)cc43)CC2)c1	9.2%
CC(NC(=O)c1ccc2c(c1)N(Cc1ccc(Cl)cc1)C(=O)CS2)c1ccccc1 (stereo unspecified)	4.7%
O=C(Cn1cc(F)c(=O)[nH]c1=O)c1ccco1	-3.3%

Not all compounds are listed (hit frequency here may not be typical).
